Bioassay records: PubChem, The Scripps Research Institute Molecular Screening Center
MITF inh = inhibitors of human MITF. O75030. AlphaScreen MITF homodimerization, bead proximity signal. inhibition, % at 2.6 µM. 0.91% of 650,000 active; in the data active = inhibition above about 50%;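 also: 0% = vehicle wells with protein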
GPR151 ag = human GPR151 activation; AID 1508602; PathHunter beta-arrestin GPR151 cells, luminescence; activation, % at 11.2 µM; 1% of 650,000 active; in the data active = activation above about 4.9%;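 also: 0% = median of compound wells and 100% = cells with positive control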
Target sequence (Q8TDV0 whole entry, looked up): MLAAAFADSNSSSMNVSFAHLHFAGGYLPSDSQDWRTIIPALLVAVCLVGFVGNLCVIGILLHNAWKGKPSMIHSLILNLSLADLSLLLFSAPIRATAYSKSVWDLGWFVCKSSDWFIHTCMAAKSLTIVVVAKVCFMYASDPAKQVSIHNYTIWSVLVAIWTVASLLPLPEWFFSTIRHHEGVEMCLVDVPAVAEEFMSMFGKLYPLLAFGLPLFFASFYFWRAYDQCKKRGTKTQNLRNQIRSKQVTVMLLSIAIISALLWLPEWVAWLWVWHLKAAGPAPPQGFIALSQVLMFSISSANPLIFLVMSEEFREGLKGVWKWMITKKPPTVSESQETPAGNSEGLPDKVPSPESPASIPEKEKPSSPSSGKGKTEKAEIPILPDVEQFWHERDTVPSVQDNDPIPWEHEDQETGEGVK
FBW7 act = activators of human E3 ligase FBW7; AlphaScreen FBW7–phospho-cyclin E peptide binding, activator screen; 0.13% of 650,000 active; normalized activity (activation), % at 26.1 µM; Q969H0; AID 1259310; in the data active = normalized activity above about 1.9%;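 also: purified mutant Fbw7 with reduced substrate affinity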
Target sequence (Q969H0 whole entry, looked up): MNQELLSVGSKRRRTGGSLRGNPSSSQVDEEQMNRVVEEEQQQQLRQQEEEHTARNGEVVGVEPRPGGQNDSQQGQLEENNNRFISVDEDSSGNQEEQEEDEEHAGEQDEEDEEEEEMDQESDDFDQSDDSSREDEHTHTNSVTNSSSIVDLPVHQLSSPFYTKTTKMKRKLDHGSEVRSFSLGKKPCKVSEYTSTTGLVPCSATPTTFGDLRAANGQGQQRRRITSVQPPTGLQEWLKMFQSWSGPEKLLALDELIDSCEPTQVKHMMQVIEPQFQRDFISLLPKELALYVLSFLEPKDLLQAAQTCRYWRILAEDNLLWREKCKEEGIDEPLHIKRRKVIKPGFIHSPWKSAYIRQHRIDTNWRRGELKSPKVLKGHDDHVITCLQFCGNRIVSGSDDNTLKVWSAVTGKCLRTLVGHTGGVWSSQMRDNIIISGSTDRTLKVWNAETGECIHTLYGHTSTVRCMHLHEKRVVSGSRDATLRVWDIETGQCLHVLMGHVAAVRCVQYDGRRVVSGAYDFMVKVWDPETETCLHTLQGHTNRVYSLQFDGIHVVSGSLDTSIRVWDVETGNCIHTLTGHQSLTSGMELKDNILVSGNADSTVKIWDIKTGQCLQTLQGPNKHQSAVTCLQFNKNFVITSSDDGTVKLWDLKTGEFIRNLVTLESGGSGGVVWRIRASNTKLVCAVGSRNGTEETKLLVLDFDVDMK
TEAD-YAP inh = TEAD-YAP interaction inhibition; HEK-TIYL cells, TEAD-Gal4/YAP UAS-luciferase luminescence; AID 1259422; inhibition, % at 9.12 µM; 1.4% of 640,000 active; in the data active = inhibition above about 32%;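 also: 0% = median of test compound wells and 100% = reference inhibitor wells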
Active calls of the source: *; / = no result given.

SMILES | MITF inh | GPR151 ag | FBW7 act | TEAD-YAP inh
CCOC(=O)c1ccc(NC(=O)Cc2noc3ccc(C)cc23)cc1 | -1 | 0.7 | 0.1 | -5
Cc1cccc2cc(CN(C(=O)C3CCC3)C3CCCC3)c3nnnn3c12 | -7 | 0.4 | -0.2 | -2
O=S(=O)(c1ccc(-c2csc(=Nc3ccccc3)n2CCc2ccccc2)cc1)N1CCCC1 | 10 | -1.1 | 0.3 | 8
CCOc1ccc2nc(Cl)c(CN(CCOC)C(=O)CC)cc2c1 | 8 | 1.6 | 0.0 | 6
CON(C)C(=O)CCC(=O)N1CCN(C(=O)c2cccc(Cl)n2)CC1 | 14 | -1.1 | 0.3 | 7
Cc1cc(NC(=O)CSc2nc3ccccc3c(=O)n2CCC(=O)N2CCCCC2)n[nH]1 | 16 | 0.5 | 0.6 | -4
O=C(NCCCN1CCCC1=O)c1cnc(Nc2ncccn2)s1 | 0 | 1.5 | -0.1 | -20
CCOC(=O)C(C)(C)N(Cc1ccccc1F)S(=O)(=O)c1ccc(Br)cc1 | 6 | -1.2 | 0.1 | 3
Cc1ccnc(NC(=O)c2c(O)c3cccc4c3n(c2=O)CCC4)c1 | 12 | 0.2 | 0.1 | -3
O=C(NCc1cccs1)c1cnc2scc(-c3ccccc3Cl)n2c1=O | 8 | 1.5 | 0.0 | 2
Cc1cccc(-n2ccnc2CN2CCN(Cc3ccsc3)C(CCO)C2)c1 (stereo not given) | 8 | 0.2 | 0.1 | 6
Cc1ncc2c(c1CNC(=O)C1CCCO1)CCN(Cc1ccccc1-c1ccco1)C2 (stereo not given) | -21 | 0.4 | -0.3 | 6
O=C1C(=O)N(c2nc3ccccc3s2)C(c2cccc(F)c2)/C1=C(\O)c1ccc(Cl)cc1 (stereo not given) | 7 | -0.1 | 0.1 | -5
CC(=O)c1ccc(NC(=S)/N=C2\CCN(c3ccccc3)N2)cc1 | 13 | 2.1 | -0.1 | -62
CC(=O)N1CN(C(=O)CCCl)CN(C(C)=O)CN(C(=O)CCCl)C1 | 4 | 0.4 | -0.1 | 8
COc1ccc([C@@H]2C[C@H](C(=O)Nc3ccc(F)cc3F)N(C)S(=O)(=O)N2)cc1OC | 3 | 0.1 | 0.0 | 3
O=C(O)C1CCN(S(=O)(=O)c2ccc3c(c2)CCCC3)CC1 | -3 | 0.2 | -0.1 | -2
Cc1cnc(Nc2ccc(-n3ccnc3)cc2)nc1NCc1ccccc1 | 14 | -1.5 | 0.2 | 7
S=C(NCC1CCCO1)n1nnc2ccccc21 (stereo not given) | 17 | -1.3 | 0.0 | 3
Cn1c(=NC(=O)c2ccccc2)sc2cc(Br)ccc21 | -7 | 1.3 | 0.0 | -78
CC(C)=NNC(=O)CCC(=O)Nc1ccc(Cl)cc1C | -2 | 2.8 | 0.2 | 9
O=C(NC1CCCCCC1)C1CCCN1S(=O)(=O)c1cccc2cccnc12 (stereo not given) | 14 | 0.9 | 0.0 | -6
CC1CC(C)CN(S(=O)(=O)c2ccc(C(=O)Nc3nc4c(ccc5ccccc54)s3)cc2)C1 (stereo not given) | -3 | -0.2 | -0.2 | -3
Nc1cc(=O)[nH]c(SCc2csc(-c3ccccc3)n2)n1 | 22 | -1.1 | 0.6 | -11
Cc1cc(C)nc(N/N=C/c2c(C)oc3ccccc23)n1 | -4 | 3.4 | -0.1 | -5

As entered above.
`CCOc1ccc2nc(Cl)c(CN(CCOC)C(=O)CC)cc2c1` | GPR151 ag = 1.6
`O=C(NCCCN1CCCC1=O)c1cnc(Nc2ncccn2)s1` | MITF inh = 0

Four compounds from above, limited to FBW7 act, TEAD-YAP inh and GPR151 ag:
canonical_smiles,FBW7 act,TEAD-YAP inh,GPR151 ag
O=C(NCc1cccs1)c1cnc2scc(-c3ccccc3Cl)n2c1=O,0.0,2,1.5
Cc1cccc(-n2ccnc2CN2CCN(Cc3ccsc3)C(CCO)C2)c1 (stereo not given),0.1,6,0.2
Cc1ncc2c(c1CNC(=O)C1CCCO1)CCN(Cc1ccccc1-c1ccco1)C2 (stereo not given),-0.3,6,0.4
O=C1C(=O)N(c2nc3ccccc3s2)C(c2cccc(F)c2)/C1=C(\O)c1ccc(Cl)cc1 (stereo not given),0.1,-5,-0.1

In a second layout: results already given.
canonical_smiles: CC(=O)N1CN(C(=O)CCCl)CN(C(C)=O)CN(C(=O)CCCl)C1
  MITF inh: 4	GPR151 ag: 0.4	FBW7 act: -0.1	TEAD-YAP inh: 8
canonical_smiles: COc1ccc([C@@H]2C[C@H](C(=O)Nc3ccc(F)cc3F)N(C)S(=O)(=O)N2)cc1OC
  MITF inh: 3	GPR151 ag: 0.1	FBW7 act: 0.0	TEAD-YAP inh: 3

New compounds follow
SMILES | MITF inh | GPR151 ag | FBW7 act | TEAD-YAP inh
O=C1CC(c2ccccc2)N=C(SCC(=O)Nc2cccc3ccccc23)N1 (stereo not given) | 21 | 0.1 | 0.8 | 2
c1ccc(OCCNc2nc(N3CCC(N4CCOCC4)CC3)nc3c2ncn3-c2ccsc2)cc1 | 15 | -0.6 | -0.2 | -6
COc1cc(/C=N/NC(=O)c2cc(C(C)(C)C)[nH]n2)ccc1O | 3 | -1.1 | 0.1 | 4
CN(CCO)C(=O)c1cc2c(n(-c3ccccc3)c1=O)CCCC2=O | -6 | -1.1 | 0.0 | -8
Cc1nccn1-c1cc(N2CCN(C(=O)Nc3ccccc3Cl)CC2)ncn1 | 10 | 0.0 | -0.2 | 0
CCC(C)(C)C1CCC(=NNC(=O)c2cccc(S(=O)(=O)N3CCOCC3)c2)CC1 (stereo not given) | 13 | 1.0 | 0.9 | -2
Oc1ccccc1C1CC(c2ccc3c(c2)OCO3)=NC(c2cccc(Br)c2)N1 (stereo not given) | -8 | -4.8 | -0.1 | -58
COC(=O)CN1C(=O)C2(C(C#N)=C(N)Oc3c2c(C)nn3-c2ccccc2)c2ccccc21 (stereo not given) | 3 | -0.2 | -0.4 | 4
Cn1c(=O)c([N+](=O)[O-])c(NCCCN2CCOCC2)c2ccccc21 | 9 | 0.5 | 0.0 | -1
CCOC(=O)N1CCN(Cc2cc(C)ccc2C)CC1 | 48 | -1.2 | 0.8 | -6
CCN(CC)c1nc(NCc2cccnc2)nc(N2CCOCC2)n1 | 0 | -1.6 | 0.1 | -8
CC#CC(=O)N1CCC(C2(c3cccnc3)NC(=O)N(CCc3cccs3)C2=O)CC1 (stereo not given) | 0 | 0.0 | 0.4 | 16
Cc1ccn2c(=O)c(C(=O)NC(C)CCc3ccccc3)c(O)nc2c1 (stereo not given) | 26 | -0.4 | 0.1 | 5
Cc1cc(NC(=O)C23CC4CC(CC(C4)C2)C3)n[nH]1 | 18 | -0.3 | 0.1 | -5
CCN(c1ccccc1)S(=O)(=O)c1cc(C(=O)Nc2cccc(C)c2)ccc1F | -3 | 0.5 | -0.1 | -2
COc1ccc2c(c1)C(C)(Cc1ccccc1C)C(=O)N2 (stereo not given) | 14 | 0.6 | -0.2 | 12
CCC(Oc1ccccc1)C(=O)Nc1cc(OC)cc(OC)c1 (stereo not given) | 5 | -0.5 | 0.1 | 16
CCN1CCCc2cc(CCNC(=O)c3ccc(C)cc3)ccc21 | 12 | 1.6 | -0.2 | -9
O=c1[nH]c(SCc2cccc3nsnc23)nc2ccccc12 | -14 | 0.4 | 0.1 | -25
COc1ccc(/C=C(\C#N)c2nc(-c3cc(Cl)ccc3OC)cs2)cc1 | -6 | 0.6 | 0.0 | -3
Cc1cccc(C)c1OC(=O)CCN1C(=O)C2C3C=CC(C4CC34)C2C1=O (stereo not given) | 5 | 2.1 | -0.1 | 10
O=C(NCc1nc(-c2ccc(Cl)cc2)no1)c1cccs1 | 8 | 0.6 | 0.5 | 5
CC(C)(C)C1CCc2c(sc(NC(=O)c3ccccc3Cl)c2C(=O)NCc2ccco2)C1 (stereo not given) | 3 | 2.3 | 0.5 | -14
CCOc1ccc(N2C(=O)CC(Sc3nc4c(cc3C#N)CCC4)C2=O)cc1 (stereo not given) | 11 | -0.2 | 0.0 | 3
CCOc1cccc(/C=N\NC(=O)c2ccco2)c1O | 27 | -2.9 | -0.4 | -18

At a glance, some entries already given:
SMILES | MITF inh | GPR151 ag | FBW7 act | TEAD-YAP inh
COc1ccc(/C=C(\C#N)c2nc(-c3cc(Cl)ccc3OC)cs2)cc1 | -6 | 0.6 | 0.0 | -3
Cc1cccc(C)c1OC(=O)CCN1C(=O)C2C3C=CC(C4CC34)C2C1=O (stereo not given) | 5 | 2.1 | -0.1 | 10
O=C(NCc1nc(-c2ccc(Cl)cc2)no1)c1cccs1 | 8 | 0.6 | 0.5 | 5
CC(C)(C)C1CCc2c(sc(NC(=O)c3ccccc3Cl)c2C(=O)NCc2ccco2)C1 (stereo not given) | 3 | 2.3 | 0.5 | -14
CCOc1ccc(N2C(=O)CC(Sc3nc4c(cc3C#N)CCC4)C2=O)cc1 (stereo not given) | 11 | -0.2 | 0.0 | 3
CCOc1cccc(/C=N\NC(=O)c2ccco2)c1O | 27 | -2.9 | -0.4 | -18

(continued)
SMILES | MITF inh | GPR151 ag | FBW7 act | TEAD-YAP inh
COC(=O)C(C)CNC1CCCCCCC1 (stereo not given) | 35 | -0.9 | 0.2 | -3
COc1cc(/C=C(\C#N)C(=O)NCC2CCCO2)ccc1OC(=O)c1ccco1 (stereo not given) | 5 | -0.3 | -0.1 | 2
COc1cccc(-c2nc(C=Nc3cc(Cl)ccc3C)c(O)o2)c1 | 8 | -1.0 | -0.1 | 1
CC(=O)n1c(SCC(=O)Nc2ccccc2)nc2ccccc21 | 10 | -0.8 | 0.6 | -16
CCOC(=O)N1CCN(C(=O)c2ccc3c(=O)n(-c4ccc(F)cc4)c(=S)[nH]c3c2)CC1 | -8 | 3.7 | 0.1 | 0
CCSc1nc(C)c(C(=O)Nc2ccccc2C)c(-c2ccc(Cl)cc2)c1C#N | 0 | -0.2 | 0.0 | -5
CCc1c(C(=O)N/N=C/c2ccc(O)cc2O)nnn1-c1nonc1N | 0 | -1.8 | 0.1 | 76*
Cc1noc(C)c1C(=O)N1CCCC1c1nc2ccccc2[nH]1 (stereo not given) | 0 | -0.1 | 0.1 | -1
Nc1cc(Cl)ccc1C(=O)OCC(=O)N1CCc2ccccc21 | 9 | 1.2 | 0.0 | -36
Cc1cc(C)c(CN2CCN(C(C)C)C(CCO)C2)c(-n2cccn2)c1 (stereo not given) | 14 | -1.1 | 0.1 | 0
O=C(c1cccnc1)N(c1ccccc1)c1ccccc1 | -22 | -0.4 | 0.0 | 8
CCOCCn1cnc2sc(C(=O)NCC(=O)OCC)c(C)c2c1=O | 2 | -0.7 | 0.1 | -20
O=C(NCCN1CCN(c2ccc(F)cc2)CC1)c1ccc(Cl)cc1 | 0 | -1.7 | 0.8 | -6
CCC(=O)N1CCc2cc(Br)cc(S(=O)(=O)NCCc3ccccc3)c21 | 28 | -0.3 | 0.0 | 10
NC(=O)CSc1nnnn1-c1ccc2c(c1)OCO2 | 10 | 1.6 | 1.4 | 19
O=C(Nc1ccc2sccc2c1)c1ccco1 | 1 | -0.9 | 0.0 | -63
COC(=O)C1=C(C(=O)OC)SC(=C2C(=S)C(C)(C)N(C(=O)CN3C(=O)CCC3=O)c3ccccc32)S1 | 8 | 0.0 | -0.3 | -2
O=C(O)Cn1nc(C(F)(F)F)c2c1CCC2 | -6 | 0.8 | 0.4 | 13
OCCN1CCN(CC(O)COc2ccccc2Cl)CC1 (stereo not given) | 35 | -0.1 | -0.1 | 7
CC(C)CS(=O)(=O)Nc1ccc2c(c1)N(C(=O)C(C)C)CCC2 | -4 | 1.2 | 1.0 | 7
C=CCN1C(=O)/C(=C/c2ccccc2F)S/C1=N/c1nnc(CC)s1 | -1 | 0.2 | -0.1 | -4
COC1CCCC(C(=O)Nc2nc(-c3ccc4c(c3)CCN4C(C)=O)c(C)s2)C1 (stereo not given) | -8 | -0.6 | 0.6 | -6
COc1ccc(/C=C2\N=C(c3ccc(I)cc3)OC2=O)cc1OC | 3 | -0.1 | 0.0 | 0
CCOc1ccc(-c2cnc(SCC(N)=O)nc2N)cc1 | 6 | -0.6 | 1.0 | -5
O=C1/C(=C/c2ccc(-c3ccc(Br)cc3)o2)C=C(c2ccccc2)N1c1ccc(Cl)cc1 | -1 | 3.5 | 0.0 | 3
The results go on.
SMILES | MITF inh | GPR151 ag | FBW7 act | TEAD-YAP inh
CC(=O)NCCCc1nc2ccccc2n1Cc1ccc(Cl)cc1 | -10 | 0.6 | -0.1 | 6
CC1CCCCN1S(=O)(=O)c1ccc(F)c(C(=O)Nc2ccccc2C(F)(F)F)c1 (stereo not given) | 20 | -1.0 | 0.2 | 2
COc1ccc(CCNC(=O)c2ccnc(N3CCOCC3)c2)cc1 | 7 | 0.5 | 0.3 | 11
COc1cc2c(cc1O)CCC1C2CC[C@@]2(C)C1CC[C@@H]2O (stereo not given in full) | 12 | -0.3 | 0.1 | /
Cc1nc(SCC(=O)N2CCN(c3ccccc3)CC2)[nH]c(=O)c1C | 8 | 1.4 | 0.1 | 8
O=C(Cc1cn(-c2ccc(NC3CCN(Cc4ccccc4)CC3)nn2)c2ccccc12)NCc1cccc(C(F)(F)F)c1 | 11 | 2.2 | -0.1 | 5
S=C(NCc1cccc(Cl)c1)Nc1ccccc1Br | 9 | -0.6 | 0.1 | -2
Nc1nnc(SCc2c(F)cccc2F)s1 | -7 | -0.5 | -0.2 | -7
Oc1ccccc1-c1nc(-c2ccccc2)cc(-c2cccs2)n1 | 1 | 1.1 | 0.1 | -1
Cc1cccc(C)c1OCC(=O)Nc1c(F)cccc1F | 11 | -0.5 | -0.1 | -5
Cc1ccc(C)c(N(C)S(=O)(=O)c2ccc3[nH]cc(C(=O)NC4CCCC4)c(=O)c3c2)c1 | 4 | 1.3 | -0.6 | -15
